BL2 CD40 inh: CD40 pathway inhibition in BL2 cells | inhibition, % at 10 µM | hit rate 0.94% among 83,000 | BL2 NF-kB luciferase reporter, CD40L-induced, 4 h;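 active = mean inhibition of at least 50% with a set share of replicates also reaching that level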;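 note: 0% = neutral control wells and 100% = IKK inhibitor VII at 50 µM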
Numbers without * were called inactive; [ ] = dose if it differs, or a comment. A portion of the library, so the mix of outcomes need not match the whole.

Preview, 4 compounds:
COC(=O)Cc1n[nH]c(=O)c2ccccc12 was read as BL2 CD40 inh 3.
Screening CC(C)n1nccc1NS(=O)(=O)c1ccccc1 returned BL2 CD40 inh 2.
Screening NC(=O)c1sc(-c2ccsc2)cc1N returned BL2 CD40 inh -4[25 µM].
Cc1nc2nc(SCC(=O)O)nn2c(C)c1Cc1c(F)cccc1Cl was read as BL2 CD40 inh 10.

The listing, from the start:
COC(=O)Cc1n[nH]c(=O)c2ccccc12 was read as BL2 CD40 inh 3.
Screening CC(C)n1nccc1NS(=O)(=O)c1ccccc1 returned BL2 CD40 inh 2.
Screening NC(=O)c1sc(-c2ccsc2)cc1N returned BL2 CD40 inh -4[25 µM].
Cc1nc2nc(SCC(=O)O)nn2c(C)c1Cc1c(F)cccc1Cl was read as BL2 CD40 inh 10.
Cc1cccc(C)c1N1C(=O)CC(Sc2ccccc2N)C1=O (stereo not drawn) was read as BL2 CD40 inh -1.
For CCCCn1cnc(C(=O)OCC)c1N the results were BL2 CD40 inh -2.
`COc1ccc(N(CC(=O)N/N=C/c2ccco2)S(=O)(=O)c2ccccc2)cc1` gave BL2 CD40 inh 10.
Screening COc1ccc2c3c([nH]c2c1)[C@@H](CO)N(Cc1nccs1)CC31CCN(Cc2cccnc2)CC1 returned BL2 CD40 inh -7[25 µM].
Screening CN1[C@H](CO)[C@@H]2c3ccccc3N(C(=O)C3CCCCC3)C[C@@H]21 returned BL2 CD40 inh -4[25 µM].
For C[C@H]1CN([C@@H](C)CO)C(=O)c2c(c3ccccc3n2C)-c2ccccc2CO[C@@H]1CN(C)Cc1ccc(C(=O)O)cc1 the results were BL2 CD40 inh -15.
`O=C(NCc1ccccn1)c1cc(-c2ccc(Cl)cc2)oc1C(F)(F)F` gave BL2 CD40 inh 1.
Screening COCC(=O)N1[C@H](CO)[C@H]2c3ccccc3N(C(=O)Nc3ccccc3Cl)C[C@H]21 returned BL2 CD40 inh -11[25 µM].
`Cc1ccc(CNCc2cccnc2)s1` gave BL2 CD40 inh 9.
`CCN(CC)S(=O)(=O)N1CCC(C(=O)NC2CCCC2)CC1` gave BL2 CD40 inh 3.
Screening Cc1onc(-c2ccccc2)c1C(=O)N1CCCc2ccccc21 returned BL2 CD40 inh 8.
For Cc1cc(C(=O)O)cc(S(=O)(=O)Nc2ccccc2C(=O)NC2CC2)c1C the results were BL2 CD40 inh 2.
Screening CC(=O)Nc1ccc(S(=O)(=O)N(C)CC(=O)NC2CCCC(C)C2C)cc1 (stereo not drawn) returned BL2 CD40 inh 18.
For CC12CCC(=O)N1C(C(=O)Nc1ccc(S(=O)(=O)N3CCCCC3)cc1)CS2 (stereo not drawn) the results were BL2 CD40 inh 2.
For NNC(=O)c1oc2nc(-c3cccs3)cc(-c3ccco3)c2c1N the results were BL2 CD40 inh 1.
For COc1cccc(NC(=O)N2CC(=O)N3[C@H](CO)[C@H](c4ccc(C#CC5CCCC5)cc4)[C@@H]3C2)c1 the results were BL2 CD40 inh -3.
For CC=Cc1ccc2n(c1=O)C[C@H]1[C@H](CO)[C@@H](C(=O)NCC3CC3)[C@@H]2N1Cc1cccnc1 (mixture of isomers) the results were BL2 CD40 inh -6[25 µM].
`CCCCc1nnc(NC(=O)Cn2cnc3ccccc3c2=O)s1` gave BL2 CD40 inh 3.
For COc1ccc(N(C)S(=O)(=O)c2cccc(C(=O)Nc3nc(C)c(C(C)=O)s3)c2)cc1 the results were BL2 CD40 inh 4.
For Cc1ccc(C(=O)NCC(=O)N(C)Cc2cccc(F)c2)s1 the results were BL2 CD40 inh -2.
CCCC#Cc1ccc([C@@H]2[C@@H](CO)N(C(=O)C3CCC3)[C@H]2C#N)cc1 was read as BL2 CD40 inh 9.
For O=C(Nc1nc(-c2ccccc2)cs1)C1CCCN(S(=O)(=O)c2ccccc2)C1 (stereo not drawn) the results were BL2 CD40 inh 39.
`CC(C)(O)C#Cc1ccc([C@@H]2[C@@H](CO)N3CCCCN(S(C)(=O)=O)C[C@H]23)cc1` gave BL2 CD40 inh -11[25 µM].
`O=C(C[C@H]1C[C@@H]2c3cc(NC(=O)NC4CCCC4)ccc3O[C@@H]2[C@H](CO)O1)NCCc1ccccc1` gave BL2 CD40 inh -9.
`COc1ccc(CCNC(=O)CSc2nc3[nH]c(=O)cc(O)c3s2)cc1` gave BL2 CD40 inh 2.
CC(C)C(=O)N(Cc1cc2ccccc2[nH]c1=O)C(C)(C)C was read as BL2 CD40 inh 13.
`O=S(=O)(Nc1ccc2nc(-c3ccco3)[nH]c2c1)c1ccccc1` gave BL2 CD40 inh -98.
`O=C(O)COCC(=O)N1CCCN(c2nccc(C(F)(F)F)n2)CC1` gave BL2 CD40 inh 6.
`COC(=O)c1c(NC(C)=O)sc2c1CCCCC2` gave BL2 CD40 inh 7.
O=C(C1CC1)N1CC[C@@H]2[C@H](CO)Nc3ccc(Br)cc3[C@@H]21 was read as BL2 CD40 inh -9[25 µM].
Cn1ccnc1SCC(=O)Nc1ccc2ccccc2c1 was read as BL2 CD40 inh 3.
Screening O=C(CN1CCSCC1)N/N=C/c1cccc(Cl)c1 returned BL2 CD40 inh -3.
`CCSc1ccccc1C(=O)Nc1ccc2c(c1)OCO2` gave BL2 CD40 inh -35.
Screening COc1ccc(/C=N/NC(=O)c2sc3nc(C)cc(C)c3c2N)cc1 returned BL2 CD40 inh 8.
Cc1cccnc1NC(=O)CCNS(=O)(=O)c1ccc2c(c1)c(=O)n(C)c(=O)n2C was read as BL2 CD40 inh 7.
For O=C(O)c1ccccc1OC(=O)C12CC3CC(CC(C3)C1)C2 the results were BL2 CD40 inh 8.
N#Cc1ccc(-c2ccc3c(c2)[C@H]2[C@H](CCN2C(=O)Cc2ccccc2)[C@H](CO)N3)cc1 was read as BL2 CD40 inh 12[25 µM].
For c1ccc(-n2ncc(-c3nn[nH]n3)n2)cc1 the results were BL2 CD40 inh 16.
`CN1CCN(C(=O)C[C@@H]2CC[C@@H]3[C@@H](COc4ccc(NC(=O)C5CCC5)cc4C(=O)N3C)O2)CC1` gave BL2 CD40 inh 9.
For NNC(=O)c1cc(C23CC4CC(CC(C4)C2)C3)nc2ccccc12 the results were BL2 CD40 inh -2.
CSc1ccc(C(=O)C2CCCN(C(=O)CN3CCOC3=O)C2)cc1 (stereo not drawn) was read as BL2 CD40 inh -9.
`CN(CC(=O)Nc1cccc(F)c1)C(=O)CNC(=O)Cc1cccc2ccccc12` gave BL2 CD40 inh -7.
For COc1cccc(C2c3[nH]c4ccccc4c3CCN2Cc2cccc(C)n2)c1 (stereo not drawn) the results were BL2 CD40 inh 2.
NC(=O)[C@@H]1CCCN1Cc1c(C(=O)N2CCN(C3CCCCC3)CC2)nc2ccccn12 was read as BL2 CD40 inh 7.
C[C@H](CO)N1C[C@H](C)[C@H](CN(C)C(=O)Nc2ccc3c(c2)OCO3)OCCCC[C@H](C)Oc2ccc(NS(=O)(=O)c3cccs3)cc2C1=O was read as BL2 CD40 inh 3.
O=c1nc2n(c3c1oc1ccccc13)Cc1ccccc1-2 was read as BL2 CD40 inh -9.
`O=C(Cc1ccc(-n2cccc2)cc1)NC1CCCCC1` gave BL2 CD40 inh 7.
`Cc1ccc(NC(=O)NC(=O)CN2C(=O)NC3(CCc4ccccc43)C2=O)c(C)c1` (stereo not drawn) gave BL2 CD40 inh 10.
For CCOC(=O)C1(C)CCCN(C(=O)COc2ccccc2)C1 (stereo not drawn) the results were BL2 CD40 inh 3.
`CC(C)N(C(=O)COC(=O)[C@@H]1CC(O)CN1S(=O)(=O)c1ccc(C(C)(C)C)cc1)C(C)C` (stereo partly drawn) gave BL2 CD40 inh 9.
O=C(c1ccc([N+](=O)[O-])cc1)N1CCSC1c1ccccc1Cl (stereo not drawn) was read as BL2 CD40 inh 18.
`Nc1cc(OCC(F)(F)F)cc(OCC(F)(F)F)c1` gave BL2 CD40 inh 10.
For CN1CCN(C(=O)c2cc3c(c(-c4cccc(-c5cccc(C(=O)N(C)C)c5)c4)n2)[C@@H](CCO)N([S@](=O)C(C)(C)C)C3)CC1 the results were BL2 CD40 inh 5.
C[C@@H]1CN([C@H](C)CO)C(=O)CCCn2nncc2CO[C@H]1CN(C)C(=O)OCc1ccccc1 was read as BL2 CD40 inh 3[25 µM].
Screening Cc1ccc(C(=O)CCC(=O)OCC(=O)N2c3ccccc3NC(=O)C2(C)C)cc1 returned BL2 CD40 inh 14.
Screening Cc1ccc(S(=O)(=O)N[C@H](C(=O)N2CCC3(O)CCCCC3C2)c2ccccc2)cc1 (stereo partly drawn) returned BL2 CD40 inh 7.

Gathered by group: those above with a cyano group.
CCCC#Cc1ccc([C@@H]2[C@@H](CO)N(C(=O)C3CCC3)[C@H]2C#N)cc1 was read as BL2 CD40 inh 9.
N#Cc1ccc(-c2ccc3c(c2)[C@H]2[C@H](CCN2C(=O)Cc2ccccc2)[C@H](CO)N3)cc1 was read as BL2 CD40 inh 12[25 µM].

Next records follow:
For Cn1cc(SCC(=O)NCc2ccc(F)cc2)c2ccccc21 the results were BL2 CD40 inh -1.
`C#Cc1ccc(NC(=O)C2(C)CCN2C(=O)c2cc(C)n(C)n2)cc1` (stereo not drawn) gave BL2 CD40 inh 1.
Cn1ncc(Cl)c1C(=O)N1CCN(S(=O)(=O)c2cccs2)CC1 was read as BL2 CD40 inh 19.
C[C@@H]1CN([C@H](C)CO)C(=O)c2cc(-c3ccc(C#N)cc3)cnc2O[C@H]1CN(C)Cc1cccnc1 was read as BL2 CD40 inh -17[25 µM].
CCOC(=O)C1CCCN(S(=O)(=O)c2ccc3c(c2)N(C)C(=O)CC(=O)N3C)C1 (stereo not drawn) was read as BL2 CD40 inh 14.
CC(=O)Nc1ccc(NS(=O)(=O)c2ccc(Cl)s2)cc1 was read as BL2 CD40 inh 20.
Screening O=C(CCCn1c(=O)oc2ccccc21)NC1CCCCCC1 returned BL2 CD40 inh -2.
COc1ccccc1N1CCN(C(=O)c2cc3c(s2)CCC3)CC1 was read as BL2 CD40 inh 4.
O=C(Cc1ccsc1)Nc1ccc2c(c1)OCO2 was read as BL2 CD40 inh -51.
Screening CC(=O)N1c2ccc(S(=O)(=O)N3CCC(C(=O)NC4CCCCC4)CC3)cc2CC1C (stereo not drawn) returned BL2 CD40 inh 11.
O=C(c1cccc(F)c1)N1CCCCN2[C@H](C1)[C@@H](c1ccc(-c3cncnc3)cc1)[C@@H]2CO was read as BL2 CD40 inh -6[25 µM].
Screening O=S(OCCN1CCCC1)C(c1ccccc1)c1ccccc1 (stereo not drawn) returned BL2 CD40 inh -20.
For CCC(=O)N1CCCCN2[C@H](CO)[C@@H](c3ccc(-c4cccnc4)cc3)[C@H]2C1 the results were BL2 CD40 inh 1[25 µM].
`COc1ccc(C(=O)Nc2ccc3nc(C)sc3c2)cc1S(=O)(=O)N1CCOCC1` gave BL2 CD40 inh -1.
`Cn1c(=O)oc2cc(S(=O)(=O)N3CCc4ccccc43)ccc21` gave BL2 CD40 inh 12.
Screening O=C(N/N=C/c1cccc(C(F)(F)F)c1)c1ccc(O)cc1 returned BL2 CD40 inh -5.
`CCOC(=O)C1(Cc2cccc(F)c2)CCN(C(=O)c2ccoc2C)CC1` gave BL2 CD40 inh -9.
O=C(Nc1ccc(F)cc1)C(c1ccccc1)N1CCN(CC(=O)N2CCCC2)CC1 (stereo not drawn) was read as BL2 CD40 inh -18.
CC(C)N1CCC(N2CCN(CCCc3ccccc3)CC2CCO)CC1 (stereo not drawn) was read as BL2 CD40 inh -2.
Cc1c(Cl)cccc1NC(=S)NC1CCN(C(C)C)CC1 was read as BL2 CD40 inh 26.
CC(C)NC(=O)N1Cc2cc(C(=O)NC3CCCCC3)nc(-c3cccc(-c4cccnc4)c3)c2[C@@H]1CCO was read as BL2 CD40 inh 16.
CCn1nc(NC(=O)c2ccncc2)c2cc3ccccc3nc21 was read as BL2 CD40 inh 10.
CCSc1nnc(NC(=O)C(C)C)s1 was read as BL2 CD40 inh -13.
For CCOC(=O)c1cc(C)[nH]c(=O)c1C#N the results were BL2 CD40 inh 3.
For Cc1onc(-c2ccccc2Cl)c1C(=O)NCc1nnnn1-c1ccc(F)c(F)c1 the results were BL2 CD40 inh 8.
`C/C=C/c1ccc([C@H]2[C@H](C#N)N(c3nc(-c4ccccc4)cs3)[C@H]2CO)cc1` gave BL2 CD40 inh 19[25 µM].
Screening CN(c1ccccc1)S(=O)(=O)c1cccc(NC(=O)CN2CCc3ccccc3C2)c1 returned BL2 CD40 inh 2.
For Cc1ccc(C(=O)NNC(=O)c2ccc(-n3cncn3)c([N+](=O)[O-])c2)cc1 the results were BL2 CD40 inh -97.
Cc1ccc(N2CCN(CCc3nc4cc(NS(C)(=O)=O)ccc4n3C)CC2)cc1 was read as BL2 CD40 inh 2.
CCCCCc1nnc(NS(C)(=O)=O)s1 was read as BL2 CD40 inh 7.
Cc1ccc(CN2CC(C(=O)NCCCSc3ccccc3)CC2=O)cc1 (stereo not drawn) was read as BL2 CD40 inh 4.
`CN1C(=O)N(CC(=O)N2CCN(S(=O)(=O)c3ccc4c(c3)CCC4)CC2)C(=O)C12CCCCC2` gave BL2 CD40 inh 7.
Screening Cc1ccc(S(=O)(=O)NCC[C@H]2CC[C@H](NC(=O)c3cccnc3)[C@H](CO)O2)cc1 returned BL2 CD40 inh -12[25 µM].
Screening O=C(CNC(=O)N1CC(=O)Nc2ccccc21)NCCc1cccc(F)c1 returned BL2 CD40 inh 9.
CC(C)CNC(=O)CO/N=C/c1ccccc1Cl was read as BL2 CD40 inh -2.
`CN(C(=O)c1cc2c(cc1Br)OCO2)c1cccc2ccccc12` gave BL2 CD40 inh 10.

Pulled by structure from above:
CC(C)CNC(=O)CO/N=C/c1ccccc1Cl was read as BL2 CD40 inh -2.
Screening O=C(CNC(=O)N1CC(=O)Nc2ccccc21)NCCc1cccc(F)c1 returned BL2 CD40 inh 9.
Cc1ccc(CN2CC(C(=O)NCCCSc3ccccc3)CC2=O)cc1 (stereo not drawn) was read as BL2 CD40 inh 4.
CCCCCc1nnc(NS(C)(=O)=O)s1 was read as BL2 CD40 inh 7.
Screening CN(c1ccccc1)S(=O)(=O)c1cccc(NC(=O)CN2CCc3ccccc3C2)c1 returned BL2 CD40 inh 2.
Cc1ccc(N2CCN(CCc3nc4cc(NS(C)(=O)=O)ccc4n3C)CC2)cc1 was read as BL2 CD40 inh 2.

Source: PubChem BioAssay
